Assay outcomes as filed in PubChem BioAssay.
BH1578 lux ind: quorum light induction in luxS cqsA deficient V. cholerae. actives 0.16% (n = 350,000). activation, % at 18.7 µM. AID 588436. V. cholerae BH1578 lux reporter, luminescence, 6 h; in the data active means activation mostly above about 9.7%, no sharp cut-off; further: not every result past the cut was called active; inactives centre near 0; reference of the scale not given here
SSB-PriA inh: K. pneumoniae PriA-SSBct interaction inhibition; AlphaScreen SSBct-PriA binding, biotinylated peptide; inhibition, % at 33 µM; actives 0.6% (n = 430,000); AID 1272365; in the data active means inhibition mostly above about 37%, no sharp cut-off; inactive means mostly below about 20%;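 further: plate controls were negative control peptide for no effect and reference peptide for full effect; strong numbers were not always called active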
PrPC TRFRET: cell surface PrPC inhibition, primary TR-FRET screen; AID 720596; TR-FRET read-out; inhibition, % at 13.8 µM; P04156; actives 0.43% (n = 370,000); in the data active means inhibition above about 24%; further: 0% = median of the test wells and 100% = reference compound wells
3CLpro inhibitor: SARS-CoV 3CLpro protease inhibition; P0C6X7; recombinant SARS-CoV 3CLpro, quenched FRET peptide cleavage; inhibition, % at 6 µM; actives 0.14% (n = 290,000); AID 1706; in the data active means inhibition above about 12%
CCHF vOTU inh: blocks the CCHF virus ovarian tumor domain protease. CCHFV vOTU protease, Pep-AMC fluorescence. inhibition, % at 11.5 µM. actives 0.55% (n = 370,000). AID 651958; in the data active means inhibition above about 30%; further: 0% = vehicle wells with enzyme and 100% = no enzyme wells
TcdB GH inh: inhibitors of Clostridioides difficile toxin B glycohydrolase. TcdB glycohydrolase enzymatic assay, plate reader. inhibition, % at 9.99 µM. actives 0.24% (n = 350,000); in the data active means inhibition above about 10%
Yp Topo-I inh: Y. pestis Topo-I inhibition via cleavage products; activity, % at 10 µM; actives 0.064% (n = 360,000); Y. pestis Topo-I cleavage product accumulation, plate reader; in the data active means activity above about 50%, passing the limit was not always enough; further: inactives centre near 2
DUSP3 inh: DUSP3 (human) phosphatase inhibition. P51452. inhibition, % at 13.3 µM. recombinant VHR phosphatase, pNPP absorbance. AID 1654. actives 0.52% (n = 290,000); in the data active means inhibition above about 50%; further: some compounds called inactive have numbers as strong as hits
Target sequence (P51452 whole entry, looked up): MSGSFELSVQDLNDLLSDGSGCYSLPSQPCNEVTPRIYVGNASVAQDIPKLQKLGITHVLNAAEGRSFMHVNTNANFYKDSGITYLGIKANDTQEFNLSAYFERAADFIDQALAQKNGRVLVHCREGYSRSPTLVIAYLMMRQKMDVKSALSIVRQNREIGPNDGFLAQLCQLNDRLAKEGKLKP
MazF activator: activators of E. coli MazEF toxin-antitoxin RNase. activation, % at 20 µM. actives 0.32% (n = 350,000). P0AE70. FAM/BHQ RNA-DNA oligo cleavage fluorescence, 5 h; in the data active means activation above about 50%
Target sequence (P0AE70 whole entry, looked up): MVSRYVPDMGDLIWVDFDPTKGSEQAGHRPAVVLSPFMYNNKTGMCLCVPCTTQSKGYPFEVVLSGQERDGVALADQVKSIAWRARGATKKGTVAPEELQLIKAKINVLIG
Rv3671c inh: inhibits the M. tuberculosis serine protease Rv3671c; actives 0.048% (n = 320,000); P9WHR9; AID 2606; inhibition, % at 5.96 µM; in the data active means inhibition above about 38%;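 further: extracellular domain of Rv3671c used as enzyme; 0% = enzyme with DMSO and 100% = no enzyme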
Target sequence (P9WHR9 whole entry, looked up, the tested form may be a part): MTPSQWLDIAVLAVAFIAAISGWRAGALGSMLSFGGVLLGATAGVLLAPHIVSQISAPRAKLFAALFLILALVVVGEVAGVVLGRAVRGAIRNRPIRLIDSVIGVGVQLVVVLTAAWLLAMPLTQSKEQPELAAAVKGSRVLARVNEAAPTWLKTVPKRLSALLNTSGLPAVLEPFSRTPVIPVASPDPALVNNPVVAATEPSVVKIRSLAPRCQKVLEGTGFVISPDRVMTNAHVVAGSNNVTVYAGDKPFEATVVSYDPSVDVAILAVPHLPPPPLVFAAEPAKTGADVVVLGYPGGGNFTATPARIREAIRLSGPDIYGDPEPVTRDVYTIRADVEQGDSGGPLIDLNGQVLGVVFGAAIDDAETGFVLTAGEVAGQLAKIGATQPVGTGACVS
* marks the source's active call; other numbers are inactive results; i = inactive; x = not tested or not shown; & = joins results of further samples.

SMILES	BH1578 lux ind	SSB-PriA inh	PrPC TRFRET	3CLpro inhibitor	CCHF vOTU inh	TcdB GH inh	Yp Topo-I inh	DUSP3 inh	MazF activator	Rv3671c inh
Cc1ccccc1OCCCn1cc(C(=O)C(=O)N2CCOCC2)c2ccccc21	-1.4	13	-11	7	-3	1.2	33	-32	6	-1
CCN(CC)C(=O)c1nc(-c2cccc3ccccc23)no1	-3.7	x	4	x	-4	0.6	35	x	1	x
COc1ccccc1C1C2=C(N=c3s/c(=C/c4cccc(OCC(=O)O)c4)c(=O)n31)c1ccccc1CC2 (configuration not stated)	-0.2	x	4	6	24	0.5	22	14	-10	-5
Cc1ccc(C(=O)NCC(=O)N(C)Cc2ccc(Cl)cc2Cl)s1	i	-1	1	x	0	0.5	12	x	-5	x
Cc1ccccc1S(=O)(=O)NC(=O)C1(C)CCN1C(=O)Cc1ccc(Cl)cc1Cl (configuration not stated)	1.3	x	0	x	23	0.8	3	x	x	x
CCn1c(=O)c(=O)[nH]c2cc(C(=O)NC3CCCC3)ccc21	-0.3	-10	6	0	7	0.2	-9	22	1	-13
O=C(c1ccccc1)C1OC1C(=O)c1ccccc1 (configuration not stated)	0.8	-7	0	x	2	1.5	7	x	10	x
CCO[C@H]1OC(C(=O)NCc2nc3ccccc3[nH]2)=C[C@@H](c2ccc3c(c2)OCO3)[C@@H]1CCCO	i	-19	6	x	-7	x	2	x	4	12
CCC(C)C1Nc2ccc(C(=O)NCCc3ccc(OC)c(OC)c3)cc2NC1=O (configuration not stated)	-1.3	4	x	-6	x	x	-2	12	6	4
CCN(CC)c1ccc(S(=O)(=O)N2CCOCC2)cc1NC(=O)COC(=O)C1=COCCO1	-1.5	-6	1	x	-3	-0.3	0	x	5	x
COc1cc(C2CC(=O)c3cnc(N)nc3C2)cc(OC)c1OC (configuration not stated)	-0.3	-10	-3	0	-5	x	10	-20	7	-6
Cc1cccc(NC(=S)N(CCc2ccncc2)C(C)C)c1C	0.1	-5	-2	-1	5	-0.1	12	16	6	1
Cc1ccc(S(=O)(=O)N2Cc3ccccc3CC2C(=O)Nc2cc(C)on2)cc1 (configuration not stated)	0.9	-10	-3	1	-8	x	24	6	-2	0
COCCNC(=S)N/N=C(\C)c1cccc(C(F)(F)F)c1	i	x	8	9	1	-0.2	5	-18	1	1
N#CC(c1ccccc1)C1CCN(Cc2ccccc2)CC1 (configuration not stated)	-0.3	7	4	-3	-1	x	11	-3	6	2
COc1ccc(CCN(C)C(=O)COc2ccc(N(C)S(=O)(=O)c3ccc(C)cc3)cc2)cc1OC	i	-10	-3	x	9	0.0	25	x	1	-4
CSc1ccc(/C=C(/NC(=O)c2ccco2)C(=O)N2CCCCC2)cc1	0.5	0	-3	0	7	0.2	22	20	3	3
CCOC(=O)C1CCN(C(c2cccc(OC)c2)c2sc3nc(C)nn3c2O)CC1 (configuration not stated)	-0.2	3	-5	2	0	1.2	23	19	-5	1
Cc1ccc(NC(=O)CN(C)CC(=O)Nc2c(C)cccc2C)c(Br)c1	i	8	0	1	-4	x	4	13	3	10
O=C(Nn1cnnc1)c1ccc(Cl)c(Cl)c1	-0.9	5	7	-1	1	-2.4	-1	10	1	1
CCOC(=O)c1c(C)oc2c1c1c(c3ccccc32)OCN(Cc2ccccn2)C1	3.1	57*	-12	13*	6	x	-5	38	-16	-21
CCOc1ccccc1N1Cc2cc(C)c(C)cc2C1	0.0	6	2	-5	4	0.9	-4	2	-2	-2
CCCCNC(=S)NNC(=O)c1csc(C)c1C	0.3	-21	4	7	2	x	2	-10	-1	-20
O=C(CSc1cc(Cl)ccc1Cl)NCCCn1ccnc1	-3.1	-8	5	0	16	-0.1	6	-15	9	-2
COc1cc(OC)cc(C(=O)NCCCNC(=O)c2cccnc2)c1	-0.3	4	1	-7	-13	1.1	1	14	-3	8
(more compounds)
SMILES	BH1578 lux ind	SSB-PriA inh	PrPC TRFRET	3CLpro inhibitor	CCHF vOTU inh	TcdB GH inh	Yp Topo-I inh	DUSP3 inh	MazF activator	Rv3671c inh
Cc1ccc(CC(=O)Nc2cccc(C)n2)cc1	-4.2	-17&-7	-8	-7	-4	x	11	6	10	-1
COc1ccccc1-c1nnc(-c2ccc(F)cc2)o1	-0.7	-9	11	x	-7	2.0	0	x	5	5
CCC(C)N1CC(C(=O)NC2CCCCC2)CC1=O (configuration not stated)	i	-1	0	-1	17	x	-3	17	0	10
CCOC(=O)Cc1cc(=O)n2[nH]c(C(C)(C)C)cc2n1	1.2	-3	-3	0	-14	5.3	4	29	4	1
OC(CN1CCC(Cc2ccccc2)CC1)c1ccccc1 (configuration not stated)	i	-6	6	-3	-5	1.6	-1	74	-2	-9
CC(=O)NC(CC(=O)OCC(=O)Nc1cc(S(=O)(=O)N2CCCCC2)ccc1C)c1ccccc1 (configuration not stated)	-6.3	3	8	x	-4	0.5	25	x	6	4
Cc1cccc(OC(=O)c2cccnc2)c1C	-1.6	-19	7	-8	-5	1.8	-3	11	4	-7
Cc1ccnc(NS(=O)(=O)c2ccc(N3C(=O)c4ccccc4C3=O)cc2)n1	i	-1	-6	1	-2	x	2	-4	-9	2
CCCCNC(=O)CC1N=C2c3ccccc3N=C(SCC(=O)Nc3ccccc3C)N2C1=O (configuration not stated)	-2.0	-10	-3	5	7	x	10	19	2	5
CN(Cc1nc2ccccc2n1C)S(=O)(=O)c1ccc(Cl)cc1	5.6	-11	-5	-3	7	x	-14	-6	-6	0
COc1ccc(OC)c(-c2csc(NC(=O)C3COc4ccccc4O3)n2)c1 (configuration not stated)	-0.6	-3	3	1	0	0.7	5	22	2	-13
COc1ccc2[nH]c(C(=O)NCCCn3ccnc3)cc2c1	-0.6	-8	x	-3	x	x	3	24	-3	-5
O=[N+]([O-])c1cc(-c2nc(-c3ccncc3)no2)ccc1Cl	i	9	-2	6	-4	x	-9	-5	1	-1
CCCSc1nc2c(cnn2-c2ccccc2)c(=O)[nH]1	-0.2	-13	0	5	1	0.7	7	-20	2	-8
COc1cc(/C=N/Nc2cccc(C)c2)ccc1OC(=O)c1ccco1	i	x	10	2	-10	0.8	8	13	7	5
O=C(Nc1cc2c3c(c1)CC(=O)N3CCC2)c1ccc(Br)cc1	-0.3	-2	-1	x	15	-1.1	6	x	9	-7
c1csc(-c2nc(NCC3CCCO3)c3ccccc3n2)c1 (configuration not stated)	-0.4	-17	2	-2	13	-0.5	12	11	9	-15
CS(=O)(=O)N1CCc2cc(C(=O)Nc3ccc(Cl)cc3)ccc21	-0.2	2	0	9	-2	0.7	-12	7	-18	1
COc1ccc(CN(C)C(=O)CNC(=O)c2ccc3ccccc3c2)c(OC)c1	-4.4	-3	4	1	29	-5.9	27	7	4	-5
CC(=O)c1sc(Nc2nc3cc4c(cc3s2)OCO4)nc1C	1.1	-9	1	-5	7	-0.9	0	6	2	x
CCOC(=O)CN(C(=O)COC(=O)C1(c2ccccc2)CC1)c1ccc(F)cc1	i	-38	10	x	8	1.7	-3	x	-10	3
CCN1CCN(CCNC(=O)CCCn2nc(C)c3c(C)n(-c4ccc(C)cc4)nc3c2=O)CC1	2.1	-24	8	-6	4	1.2	-2	32	2	-1
CCCCN(CC)C(=O)CN1C(=O)c2ccccc2C1=O	-0.4	-4	-3	0	5	x	0	4	4	3
O=C(Nc1ccc2c(c1)OCO2)C1CC(c2c(F)cccc2Cl)=NO1 (configuration not stated)	i	0	3	4	4	0.8	-2	-2	-9	-6
CC(C)(C)NC(=O)CN(C(=O)c1ccc(Cl)nc1)c1cccc2ccccc12	i	0	2	-5	4	2.2	7	26	11	-7

Exported bar-delimited: 4 of the compounds above
Compound | BH1578 lux ind | SSB-PriA inh | PrPC TRFRET | 3CLpro inhibitor | CCHF vOTU inh | TcdB GH inh | Yp Topo-I inh | DUSP3 inh | MazF activator | Rv3671c inh
OC(CN1CCC(Cc2ccccc2)CC1)c1ccccc1 (configuration not stated) | i | -6 | 6 | -3 | -5 | 1.6 | -1 | 74 | -2 | -9
CC(=O)NC(CC(=O)OCC(=O)Nc1cc(S(=O)(=O)N2CCCCC2)ccc1C)c1ccccc1 (configuration not stated) | -6.3 | 3 | 8 | x | -4 | 0.5 | 25 | x | 6 | 4
Cc1cccc(OC(=O)c2cccnc2)c1C | -1.6 | -19 | 7 | -8 | -5 | 1.8 | -3 | 11 | 4 | -7
Cc1ccnc(NS(=O)(=O)c2ccc(N3C(=O)c4ccccc4C3=O)cc2)n1 | i | -1 | -6 | 1 | -2 | x | 2 | -4 | -9 | 2

(cont.)
SMILES	BH1578 lux ind	SSB-PriA inh	PrPC TRFRET	3CLpro inhibitor	CCHF vOTU inh	TcdB GH inh	Yp Topo-I inh	DUSP3 inh	MazF activator	Rv3671c inh
CC(C)(C)NC(=S)NC1CC1	-0.4	-6	-3	-4	-7	-1.6	3	17	12	6
CCCCN(C=O)c1c(CC)nc2c(OCC(=O)c3ccc(F)cc3)cccn12	i	x	7	x	9	-0.7	18	x	x	x
Cc1cc(C)cc(N(C(C)C(=O)N2CCCCC2)S(C)(=O)=O)c1 (configuration not stated)	x	-32	3	1	2	-0.1	-3	33	5	-8
C=CCOc1ccc(/C=C/C(=O)OCC(=O)NC(C)c2ccc(F)cc2)cc1 (configuration not stated)	-1.3	-14	6	x	-11	3.1	-1	x	-6	4
Cc1cc(C)nc(NS(=O)(=O)c2ccc(NC(=O)CCCN3C(=O)c4ccccc4C3=O)cc2)n1	-5.0	1	-8	-1	-14	x	1	-24	0	4
Nn1c(SCc2nc3ccccc3[nH]2)nnc1C1CCCCC1	-2.5	-8	4	1	-12	x	-9	42	8	-9
Nc1cccc2cc(S(=O)(=O)O)ccc12	5.6	12	-17	x	32*	-1.6	5	x	3	x
N#Cc1ccc(CN2CCN(C(=O)C3CC(=O)N(c4ccc5c(c4)OCCO5)C3)CC2)cc1 (configuration not stated)	-0.3	x	-2	x	3	-1.7	7	x	-5	x
CN1CCN(NC(=S)Nc2ccc(OC(F)F)cc2)CC1	1.2	5	-9	0	-11	1.1	1	41	2	3
COc1ccc(CCN2CC(C(=O)Nc3ccc(S(C)(=O)=O)cc3)CC2=O)cc1OC (configuration not stated)	i	-10	3	x	-10	1.7	4	x	5	-3
CCCCOC(=O)Cn1c(=N)n(CCN2CCOCC2)c2ccccc21	x	-11	-1	-4	-5	x	-4	x	5	5
CC1CCCCN1C(=S)Nc1ccc(OC(F)F)cc1 (configuration not stated)	-0.2	-13	-3	3	1	x	1	8	16	-5
CCOC(=O)c1cnc(-n2nc(C)cc2C)nc1Nc1ccc(C)cc1	x	-13	6	1	1	x	5	-11	10	x
CCc1ccc(OCC(=O)OCC(=O)NCCNC(=O)COC(=O)COc2ccc(CC)cc2)cc1	-7.9	0	-8	-1	2	-0.5	46	6	-1	-4
CC(C)C(=O)N[C@@H]1c2ccccc2CC[C@@H]1OCc1ccccc1	i	-7	0	x	0	0.2	4	x	-2	x
COc1cccc(N2C(=O)CN(Cc3cc(OC)c(OC)c(OC)c3)C2=S)c1	i	-5	2	-4	-3	0.8	12	-5	5	-7
CCN(CC)CCNC(=O)c1ccccc1N	0.7	-5	-8	2	-24	x	-5	-13	-9	-3
CC(C)CN(C(=O)COC(=O)c1ccc2ccccc2c1)c1c(N)n(Cc2ccccc2)c(=O)[nH]c1=O	-0.7	-6	3	x	5	1.2	-2	x	-27	3
S=C(NCCc1ccc(Cl)cc1)NC1CCCCC1	-0.4	-1	-4	6	18	3.8	6	6	-4	6
O=C(COC(=O)c1cccnc1Nc1cccc(C(F)(F)F)c1)NCCN1C(=O)CSC1=O	i	-11	-5	5	0	x	-2	2	-4	-10
Cc1nc(N2CCN(Cc3ccccc3)CC2)nc2c1C(=O)CC(C)C2 (configuration not stated)	-0.2	-10	-1	-1	7	x	15	19	-13	6
O=C(CC(c1ccccc1)c1ccccc1)Nc1nn[nH]n1	i	5	0	-3	7	0.7	1	11	1	2

An excerpt; the hit share may differ from the screen's.
